FLuc modulator: counter-screen for miR-21 project: firefly luciferase inhibitors or activators | P08659 | purified FLuc, Km substrates, luminescence inhibition | Potency, µM (highest dose often 57.5 µM), for inactives: at the top dose activity change, negative = inhibition, usual class: inhibitors | hit rate 6.9% among 360,000 | AID 588342;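 note: potency is the fitted concentration of half-maximal effect; plate controls were vehicle for no effect and reference inhibitor for full effect; nearly all actives have a fitted effect of over 55% in size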
Target sequence (P08659 whole entry, looked up): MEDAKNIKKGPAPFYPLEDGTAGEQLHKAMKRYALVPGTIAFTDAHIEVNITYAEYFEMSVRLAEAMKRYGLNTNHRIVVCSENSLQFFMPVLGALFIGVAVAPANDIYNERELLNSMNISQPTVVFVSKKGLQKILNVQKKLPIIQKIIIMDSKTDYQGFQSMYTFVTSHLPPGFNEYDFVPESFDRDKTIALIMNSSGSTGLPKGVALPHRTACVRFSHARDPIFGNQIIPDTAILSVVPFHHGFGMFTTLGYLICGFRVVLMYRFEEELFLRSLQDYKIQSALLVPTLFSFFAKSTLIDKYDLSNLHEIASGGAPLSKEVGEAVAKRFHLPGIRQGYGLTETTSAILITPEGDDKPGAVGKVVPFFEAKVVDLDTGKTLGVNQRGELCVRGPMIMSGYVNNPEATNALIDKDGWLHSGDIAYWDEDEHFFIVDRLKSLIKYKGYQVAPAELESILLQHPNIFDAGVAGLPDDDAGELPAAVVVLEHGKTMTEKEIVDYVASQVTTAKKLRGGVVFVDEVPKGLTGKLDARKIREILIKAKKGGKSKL
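Purified P. pyralis luciferase, 10 nM final, with Km-level 10 uM D-luciferin and 10 uM ATP in 50 mM Tris acetate pH 7.5, 10 mM Mg acetate, 0.01% Tween-20, 0.05% BSA; 6-point qHTS titration about 60 µM downward; luminescence read.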
ELG1 DNA repair: blocks ELG1-dependent DNA repair in HEK293T cells | HEK293T ELG1-luciferase reporter, luminescence, 16 h; DNA damage induced by 5-fluorouridine | Potency, µM (doses to about 46.1 µM), inactives show at the highest dose activity change, negative = inhibition, usual class: inhibitors | hit rate 2.3% among 330,000 | AID 504467; note: potency is the fitted concentration of half-maximal effect; % is set by controls: 0 for no effect and ±100 for the full control effect; nearly all actives have a fitted effect of over 55% in size
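DMSO vehicle served as the neutral condition. Each well held 2,000 cells given 5-fluorouridine plus compound; after 16 hr at 37 °C/5% CO2, ONE-Glo was added and luciferase measured 30 min later.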
NPC1 promoter act: activators of NPC1 promoter | AID 485313 | Huh7 NPC1 promoter luciferase reporter, 24 h | hit rate 2.4% among 320,000 | Potency, µM (highest dose often 9.22 µM), inactives show top-dose activation, hits mostly activators;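 note: potency is the fitted concentration of half-maximal effect; % of control where 0% means no effect; nearly all actives have a fitted effect of over 60% in size; reporter is driven by a mutant NPC1 promoter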
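Luminescence from an NPC1 promoter-driven luciferase reporter in stably transfected Huh7 cells was measured after 24 h compound treatment at 37 °C, followed by 10 min ambient incubation with luciferase detection reagent.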
VP16 counter: Gal4-VP16 reporter inhibition counter-screen | AID 2546 | hit rate 3.5% among 310,000 | Drosophila S2 Gal4-VP16 UAS-luciferase, luminescence, 20 h | Potency, µM (doses to about 53.6 µM), for the others: at the highest dose activity, negative = inhibition, most hits filed as inhibitors;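 note: Gal4-VP16 expression switched on by copper sulfate through the metallothionein promoter; potency is the fitted concentration of half-maximal effect; % is set by controls: 0 for no effect and ±100 for the full control effect; nearly all actives have a fitted effect of over 50% in size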
p53 reactivator: re-activators of mutant p53. H1299 p53-A138V BP100-luciferase reporter, luminescence, 24 h. Potency, µM (highest dose often 92.2 µM), inactives show at the top dose activity change, positive = activation, usual class: activators. hit rate 0.063% among 320,000. AID 504706; note: potency is the fitted concentration of half-maximal effect; % of control where 0% means no effect; nearly all actives have a fitted effect of over 45% in size
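p53-null H1299 cells stably carrying temperature-sensitive p53-A138V and a BP100-luciferase reporter were pinned with compounds (4-point, 1:5 series) and held 24 hrs at 37 deg C. Luminescence was read 10 min after detection reagent.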
RORgamma inh: ROR gamma (mouse) transcription inhibition; P51450; Drosophila S2 Gal4-RORgamma UAS-luciferase reporter, 20 h; Potency, µM (series often up to 53.6 µM), for inactives: at the highest dose activity change, negative = inhibition, actives largely listed as inhibitors; hit rate 5.4% among 310,000; AID 2551; note: potency is the fitted concentration of half-maximal effect; % is set by controls: 0 for no effect and ±100 for the full control effect; nearly all actives have a fitted effect of over 60% in size
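Read-out: Photinus luciferase luminescence; inhibitors lower reporter signal. Insect Schneider cells with Gal4-ROR gamma fusion under metallothionein promoter, UAS reporter; 700 uM final copper sulfate induction, 20 hr, ambient temperature.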
ELG1 genotox: induces genotoxicity in HEK293T cells with luciferase-tagged ELG1; HEK293T ELG1-luciferase reporter, luminescence, 16 h; Potency, µM (series often up to 46 µM), inactives show at the top dose activity change, positive = activation, usual class: activators; hit rate 1.3% among 330,000; AID 504466; note: potency is the fitted concentration of half-maximal effect; % of control where 0% means no effect; nearly all actives have a fitted effect of over 60% in size
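After overnight (16 hr) compound treatment at 37 °C, ELG1-luciferase HEK293T cells were lysed with ONE-Glo; luminescence quantified 30 min later at room temperature.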
Tb PFK inh: inhibitors of T. brucei phosphofructokinase | T. brucei PFK, ADP-Glo luminescence | Potency, µM (top dose mostly 57.5 µM), inactives show at the top dose activity, negative = inhibition, most hits filed as inhibitors | hit rate 0.17% among 330,000 | AID 485367;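 note: potency is the fitted concentration of half-maximal effect; 0% = uninhibited 1x PFK enzyme wells and -100% = no-enzyme wells; nearly all actives have a fitted effect of over 60% in size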
Target sequence (O15648 whole entry, looked up): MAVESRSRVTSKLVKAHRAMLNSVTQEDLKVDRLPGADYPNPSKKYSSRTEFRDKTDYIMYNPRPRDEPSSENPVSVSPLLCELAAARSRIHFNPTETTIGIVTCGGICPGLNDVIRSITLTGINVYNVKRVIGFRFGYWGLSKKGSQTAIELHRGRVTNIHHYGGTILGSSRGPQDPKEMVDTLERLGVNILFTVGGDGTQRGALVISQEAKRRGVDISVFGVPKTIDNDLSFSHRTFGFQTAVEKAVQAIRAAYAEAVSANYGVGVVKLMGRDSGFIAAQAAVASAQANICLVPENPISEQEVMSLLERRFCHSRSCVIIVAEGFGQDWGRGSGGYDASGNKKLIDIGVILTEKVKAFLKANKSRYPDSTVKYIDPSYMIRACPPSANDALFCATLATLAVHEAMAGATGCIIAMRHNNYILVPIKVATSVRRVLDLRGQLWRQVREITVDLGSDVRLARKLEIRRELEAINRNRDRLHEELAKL
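Compounds were pin-transferred as a titration series up to 57 uM into substrate buffer (0.5 mM F6P, 0.1 mM ATP, pH 8.0), then 1.25 nM PFK was added and reactions ran 45 min before ADP-Glo detection.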
BRCA1 expr act: increases BRCA1 expression; MCF7-BRCA1-FFLuc reporter, luminescence, 48 h; response scale: scaled: vehicle 0%, 10 µM genistein 100%; Potency, µM (top dose mostly 46.1 µM), for inactives: at the highest dose activation, most hits filed as activators; hit rate 1.1% among 380,000; AID 624202; note: potency is the fitted concentration of half-maximal effect; nearly all actives have a fitted effect of over 80% in size; some results filed as inactive show a strong effect at the top dose
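Activators of BRCA1 expression were detected as increased firefly luciferase luminescence in engineered MCF7 cells after 48 h compound incubation. Signals were scaled to genistein 10 microM as full activation.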
Rab9 promoter act: activates the Rab9 promoter | Potency, µM (series often up to 9.22 µM), inactives show top-dose activation, negative = inhibition, most hits filed as activators | hit rate 2.8% among 320,000 | AID 485297 | Huh7 Rab9 promoter-luciferase reporter, luminescence, 24 h; note: potency is the fitted concentration of half-maximal effect; % of control where 0% means no effect; nearly all actives have a fitted effect of over 60% in size
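Luminescence from Amplite-detected luciferase (10 minutes, ambient) reports Rab9 promoter activation. Before that, stable Rab9-luciferase Huh7 cells (1500/well, reduced-serum OP-MEM I plus 10% FBS) were exposed to compound for 24 hours at 37C.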
TRPV1 agonist: human TRPV1 agonism; Q8NER1; TRPV1-expressing cells, Fluo-8 calcium influx, agonist mode; activation, % at 8.33 µM; hit rate 0.19% among 320,000; AID 540275; in the data active = activation above about 80%; inconclusive = between about 30% and that limit; note: 0% is about no effect
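Fluo-8 calcium influx in TRPV1-expressing cells, kinetic read (ex 480/em 520 nm). Compound added and read 3 min for agonist activity, followed by capsaicin at EC20 final and 2 min further read for enhancement.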
Starred values were filed as active, the others as inactive; ? = inconclusive; · = not tested or not shown. Unless noted, calls come from the whole dose curve; as a rule, active = well fitted curve in the direction sought with a large enough effect; inconclusive = small, poorly fitted or top-dose-only effect, or another doubt; inactive = no such curve, though single readings can be large; an effect the other way counts as inactive or inconclusive.

The opening five compounds, ahead of the listing:
Fields: FLuc modulator | ELG1 DNA repair | NPC1 promoter act | VP16 counter | p53 reactivator | RORgamma inh | ELG1 genotox | Tb PFK inh | BRCA1 expr act | Rab9 promoter act | TRPV1 agonist
(1) O=C(c1cc(-c2cccc(Cl)c2)on1)N1CCN(c2ccccc2)CC1
  ? | 15% | 1% | 13% | 0% | -16% | 5% | 0% | 1% | -2% | 10
(2) C[C@]12c3[nH]c4cc(-c5ccco5)ccc4c3CCN1C(=O)[C@@H](CC(=O)NCC13CC4CC(CC(C4)C1)C3)C[C@@H]2C(=O)N1CCOCC1
  · | ? | · | · | 2% | · | -4% | -6% | -72% | · | ·
(3) Cc1ccccc1CN1CCc2cc([N+](=O)[O-])ccc21
  -6% | ? | -4% | -17% | 16% | -3% | -5% | -5% | -17% | -1% | -1
(4) CCc1ccc2c(CN(C)Cc3ccc(OC(F)F)c(OC)c3)cc(=O)oc2c1
  -1% | ? | -1% | 0% | -10% | 7% | -13% | -1% | -38% | -2% | 12
(5) O=C(OCC(=O)N1CCOCC1)c1cccc(S(=O)(=O)Nc2ccc(F)cc2)c1
  ? | -5% | 1% | · | -7% | · | -2% | 6% | -13% | -4% | -2

All compounds of this part, previewed entries included:
Fields: FLuc modulator | ELG1 DNA repair | NPC1 promoter act | VP16 counter | p53 reactivator | RORgamma inh | ELG1 genotox | Tb PFK inh | BRCA1 expr act | Rab9 promoter act | TRPV1 agonist
(1) O=C(c1cc(-c2cccc(Cl)c2)on1)N1CCN(c2ccccc2)CC1
  ? | 15% | 1% | 13% | 0% | -16% | 5% | 0% | 1% | -2% | 10
(2) C[C@]12c3[nH]c4cc(-c5ccco5)ccc4c3CCN1C(=O)[C@@H](CC(=O)NCC13CC4CC(CC(C4)C1)C3)C[C@@H]2C(=O)N1CCOCC1
  · | ? | · | · | 2% | · | -4% | -6% | -72% | · | ·
(3) Cc1ccccc1CN1CCc2cc([N+](=O)[O-])ccc21
  -6% | ? | -4% | -17% | 16% | -3% | -5% | -5% | -17% | -1% | -1
(4) CCc1ccc2c(CN(C)Cc3ccc(OC(F)F)c(OC)c3)cc(=O)oc2c1
  -1% | ? | -1% | 0% | -10% | 7% | -13% | -1% | -38% | -2% | 12
(5) O=C(OCC(=O)N1CCOCC1)c1cccc(S(=O)(=O)Nc2ccc(F)cc2)c1
  ? | -5% | 1% | · | -7% | · | -2% | 6% | -13% | -4% | -2
(6) CN(C(=O)CSc1nc2ccccc2n1C)C1CCS(=O)(=O)C1 (centres undefined)
  6% | ? | -1% | · | 1% | · | 3% | -2% | 6% | 1% | -3
(7) O=C(NCC(c1cccs1)N1CCOCC1)c1cnc(Cl)c(Cl)c1 (centres undefined)
  · | 0% | · | · | 1% | · | 2% | 4% | -64% | · | ·
(8) O=C(COC(=O)c1ccc2c(c1)OCO2)NC1CCCCC1
  · | ? | · | · | 23% | · | 9% | 5% | -4% | · | ·
(9) Cc1ccn2cc(-c3ccc(NS(=O)(=O)c4ccccc4)cc3)nc2c1
  ? | 6% | 5% | 21% | 14% | ? | 3% | 1% | 19% | 12% | 0
(10) Cc1cc(C)c(S(=O)(=O)NCCn2c(C)cc3ccccc32)c(C)c1
  1% | ? | 0% | 19% | 5% | 14% | 9% | 1% | -6% | 1% | 0
(11) C=CCC[C@@H](Cc1ccc(F)cc1)C(=O)OC[C@@H](NC(=O)[C@@H](CC=C)CC(=O)N[C@@H](CO)Cc1ccccc1)C(C)(C)C
  · | -4% | · | · | 5% | · | -8% | 1% | -46% | · | ·
(12) CCOc1ccc(OCCC(=O)OCC(=O)Nc2cc(C)nn2-c2ccccc2)cc1
  ? | 1% | 7% | · | 3% | · | -7% | -14% | -3% | 1% | 2
(13) O=C(NCCN1CCN(C(=O)c2ccccc2Cl)CC1)C(=O)NCc1ccccc1
  -1% | 13% | 0% | -7% | 1% | 7% | -5% | 1% | 21% | 4% | 1
(14) S=c1nc(-c2ccc(Br)cc2)[nH]c2ccccc12
  -4% | ? | 22% | -4% | -1% | ? | -4% | 1% | -23% | 11% | -2
(15) O=C(COC(=O)c1ccc(Cl)nc1)NCc1ccco1
  0% | 6% | 0% | 5% | 0% | -13% | 1% | 5% | -8% | -1% | 2
(16) O=C(/C=C/c1ccc(Cl)cc1Cl)NCCSc1ccccc1
  ? | -1% | -1% | 5% | 5% | ? | 1% | 5% | 16% | -2% | 10
(17) O=C(NC(=S)N1CCCCC1CO)c1cc(Br)ccc1Cl (centres undefined)
  6% | 23% | 1% | · | -5% | · | 4% | -4% | 22% | -5% | 5
(18) COc1ccc2c(Cl)c(-c3nnc4n3CCCCC4)sc2c1
  ? | 0% | 16% | 11% | -3% | 37% | 0% | -1% | 51% | 9% | 20
(19) Cc1ccccc1NC(=O)C1c2cccc[n+]2CC(=O)N1Cc1ccc2c(c1)OCO2 (centres undefined)
  -1% | -27% | -4% | 6% | -6% | 5% | -6% | -4% | -4% | -10% | 2
(20) CC1CCN(CCCNC(=O)Cn2ncc3c([nH]c4ccccc43)c2=O)CC1
  0% | ? | -4% | 0% | 32% | 0% | 0% | 0% | 9% | 0% | 0
(21) O=c1c2cc(N3CCOCC3)ccc2[nH]c(=S)n1CCN1CCCC1
  1% | 3% | -3% | 8% | -1% | 8% | -4% | -15% | -29% | -6% | 3
(22) CC(=O)Nc1ccc(-c2nc3ccccc3c(=O)o2)cc1
  2.7µM* | ? | 0% | -6% | 22% | -6% | -1% | -1% | -23% | 6% | -4
(23) CCc1nnc2n1N=C(c1ccc(Cl)cc1Cl)CS2
  0% | 19% | -4% | -7% | -8% | -14% | 7% | -3% | -1% | 1% | 7
(24) CC(C)CNC(=O)Cn1c(=O)c2c(ncn2CC(C)C)n(Cc2ccccc2)c1=O
  -1% | -18% | -3% | -7% | 10% | 10% | 2% | -10% | -5% | 14% | 0
(25) CCC(C)NC(=O)c1ccc(CN2CCc3ccccc3C2)cc1 (centres undefined)
  0% | -8% | -3% | -8% | 0% | 0% | 0% | 1% | 1% | -2% | 1
(26) CCCN1CCN(C(=O)c2oc3ccccc3c2NC(=O)C2CC2)CC1
  3% | ? | -2% | 0% | 9% | -15% | 3% | -1% | 0% | 0% | -1
(27) O=C(CS(=O)c1ccc(C(F)(F)F)cc1[N+](=O)[O-])Oc1ccc(Cl)cc1 (centres undefined)
  4% | ? | -1% | ? | ? | ? | ? | -14% | -35% | -7% | 2
(28) COc1ccc2nc(SCC(=O)c3c(N)n(C4CC4)c(=O)[nH]c3=O)[nH]c2c1
  -2% | ? | -4% | · | -14% | · | 0% | -1% | 3% | -4% | -2
(29) NC(=O)c1ccccc1NC(=O)Nc1ccccc1Cl
  ? | 26% | -2% | 1% | 0% | -3% | 2% | -1% | -4% | -2% | -3
(30) Cc1ccc(COn2c(-c3ccc(Cl)cc3)nc3ccc([N+](=O)[O-])cc32)cc1
  17µM* | ? | ? | -4% | ? | 24% | 17% | 5% | 10µM* | ? | 30

The list continues.
| # | Molecule | FLuc modulator | ELG1 DNA repair | NPC1 promoter act | VP16 counter | p53 reactivator | RORgamma inh | ELG1 genotox | Tb PFK inh | BRCA1 expr act | Rab9 promoter act | TRPV1 agonist |
| --- | --- | --- | --- | --- | --- | --- | --- | --- | --- | --- | --- | --- |
| 31 | CC1(C)Cc2nc(NCCCO)c(C#N)cc2CO1 | 0% | 13% | -1% | -6% | 0% | 5% | 0% | -1% | -12% | -7% | -3 |
| 32 | O=C(O)CN1CCN(c2ncc(C(F)(F)F)cc2Cl)CC1 | -3% | -18% | 0% | -3% | -1% | -4% | 3% | 0% | 4% | -5% | 2 |
| 33 | C#CCOCCOCCOCCNc1nc(N2CCOCC2)nc(N2CCN(C(=O)[C@H](CCC(=O)O)n3cc(C(N)[C@H](C)CC)nn3)CC2)n1 (some centres undefined) | -2% | 0% | -7% | -6% | 1% | -22% | 10% | 0% | 7% | -5% | -2 |
| 34 | COc1cc2c(cc1OC)CN(C(=O)c1ccc(S(=O)(=O)N3CCCC3)cc1)CC2 | 3% | ? | -2% | -2% | -3% | 9% | -3% | 2% | -3% | -1% | 3 |
| 35 | COc1cccc(N=c2oc3c(C)ncc(CO)c3cc2C(=O)Nc2ccccc2OC)c1 | -1% | 1% | 0% | -6% | -2% | 0% | 1% | 5% | · | 6% | 0 |

Copied from the list.
`C#CCOCCOCCOCCNc1nc(N2CCOCC2)nc(N2CCN(C(=O)[C@H](CCC(=O)O)n3cc(C(N)[C@H](C)CC)nn3)CC2)n1` (some centres undefined) in TRPV1 agonist shows -2
`O=C(O)CN1CCN(c2ncc(C(F)(F)F)cc2Cl)CC1` in ELG1 genotox shows 3%

From PubChem BioAssay
